Screens (PubChem BioAssay)
HCV NS3 hel inh: inhibitors of Hepatitis C virus NS3 helicase | NS3 helicase DNA unwinding, Cy5 molecular beacon fluorescence | inhibition, % at 10.9 µM | 290,000 compounds, 0.56% hits;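 active = inhibition above the mean of all tested compounds plus 3 SD, set per campaign, cut at about 35% in these data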;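 also: 0% = DMSO wells and 100% = thioflavine S control wells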
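Measured by: Cy5 fluorescence, 0 and 60 min reads / Assay system: NS3 helicase fragment of HCV / Control set: low DMSO, high thioflavine S at 110 µM / Times: 1 h reaction at 25 °C, ATP-initiated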
UBC9 SUMO inh: blocks human SUMOylation mediated by UBC9 | P63279 | HTRF SUMOylation assay, SAE1/SAE2 + UBC9, in vitro | inhibition, % at 35 µM | 290,000 compounds, 0.36% hits; in the data active = inhibition above about 50%, passing the limit was not always enough; also: strong numbers were not always called active
DNA FID counter: displaces DNA intercalator in HCV helicase counter-screen. inhibition, % at 7.9 µM. 290,000 compounds, 0.17% hits. AID 1845. DNA fluorescent intercalator displacement, fluorescence; in the data active = inhibition above about 37%;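 also: 0% = vehicle and 100% = reference compound; higher means more ethidium bromide displaced from hairpin DNA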
pCIP destab: p/CIP protein destabilization | decrease of EGFP signal, % at 10 µM | 290,000 compounds, 0.01% hits | F442A p/CIP-EGFP cells, EGFP fluorescence, 16 h | Q05BA5;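 active = EGFP signal decrease of at least 30% at 10 µM or well 3 SD below plate mean, unless failing retest; inactive = the rest, including hits failing retest or dose response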; also: some compounds called inactive have numbers as strong as hits; many of its hits are not listed in these tables
Target sequence (Q05BA5 1-1403): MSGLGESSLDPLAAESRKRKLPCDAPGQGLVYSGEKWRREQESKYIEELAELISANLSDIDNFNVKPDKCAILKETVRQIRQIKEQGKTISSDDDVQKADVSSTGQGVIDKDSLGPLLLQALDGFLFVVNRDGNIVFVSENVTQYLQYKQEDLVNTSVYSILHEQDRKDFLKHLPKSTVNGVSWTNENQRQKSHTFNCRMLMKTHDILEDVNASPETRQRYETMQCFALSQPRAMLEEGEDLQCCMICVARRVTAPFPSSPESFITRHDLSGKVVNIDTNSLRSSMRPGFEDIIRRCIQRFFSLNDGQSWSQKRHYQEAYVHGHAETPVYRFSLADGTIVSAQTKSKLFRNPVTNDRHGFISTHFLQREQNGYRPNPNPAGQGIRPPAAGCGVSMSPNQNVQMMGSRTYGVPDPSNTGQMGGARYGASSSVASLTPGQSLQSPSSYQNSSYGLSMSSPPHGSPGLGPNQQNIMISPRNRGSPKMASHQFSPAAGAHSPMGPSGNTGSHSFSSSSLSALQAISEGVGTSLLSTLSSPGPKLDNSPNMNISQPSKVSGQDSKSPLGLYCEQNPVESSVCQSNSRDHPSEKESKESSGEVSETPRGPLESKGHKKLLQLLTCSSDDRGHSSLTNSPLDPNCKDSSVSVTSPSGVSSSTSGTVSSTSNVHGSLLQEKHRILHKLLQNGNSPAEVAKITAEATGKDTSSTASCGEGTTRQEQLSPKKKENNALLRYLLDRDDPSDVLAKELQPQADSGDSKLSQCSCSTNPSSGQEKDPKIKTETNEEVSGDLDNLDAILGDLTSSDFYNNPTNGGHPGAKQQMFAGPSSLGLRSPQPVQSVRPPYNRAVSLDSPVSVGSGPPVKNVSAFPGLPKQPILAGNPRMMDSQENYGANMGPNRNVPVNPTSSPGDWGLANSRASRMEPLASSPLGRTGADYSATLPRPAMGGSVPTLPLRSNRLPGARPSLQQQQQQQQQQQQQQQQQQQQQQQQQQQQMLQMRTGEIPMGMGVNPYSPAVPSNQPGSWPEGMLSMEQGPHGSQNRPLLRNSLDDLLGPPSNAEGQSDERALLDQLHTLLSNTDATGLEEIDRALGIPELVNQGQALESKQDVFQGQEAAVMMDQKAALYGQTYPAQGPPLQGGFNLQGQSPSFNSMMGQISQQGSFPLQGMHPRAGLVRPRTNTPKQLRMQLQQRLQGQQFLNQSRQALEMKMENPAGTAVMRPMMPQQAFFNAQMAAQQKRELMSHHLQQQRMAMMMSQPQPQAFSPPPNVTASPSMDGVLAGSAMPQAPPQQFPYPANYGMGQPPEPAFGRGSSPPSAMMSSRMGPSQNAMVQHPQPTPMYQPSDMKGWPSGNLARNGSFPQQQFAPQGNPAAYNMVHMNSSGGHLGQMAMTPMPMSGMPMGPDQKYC
VIM-2 inhibitor: blocks Pseudomonas aeruginosa VIM-2 metallo-beta-lactamase. purified VIM-2, nitrocefin hydrolysis, epi-absorbance fluorescence. inhibition, % at 5.6 µM. 290,000 compounds, 0.89% hits. AID 1527;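 active = inhibition above the mean of all tested compounds plus 3 SD, cutoff set per screening run, cut at about 7.5% in these data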;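 also: red hydrolysis product quenches plate fluorescence so inhibitors raise well fluorescence; 0% = enzyme with DMSO and 100% = DMSO without enzyme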
IDE inh: inhibits human insulin-degrading enzyme in HEK cells; FAbetaB cleavage, fluorescence polarization; inhibition, % at 5.59 µM; 320,000 compounds, 0.41% hits; AID 434962;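 active = percent inhibition above the average of all tested compounds plus 3 SD, set per screening campaign, cut at about 16% in these data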;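 also: IDE supplied by intact live HEK cells; FP after avidin binding of uncleaved biotin substrate so inhibition keeps polarization high; 0% = DMSO wells and 100% = 60 µM reference IDE inhibitor Ii1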
IDE cell activ: boosts human insulin-degrading enzyme activity in HEK cells | P14735 | FAbeta-B cleavage, fluorescence polarization; 0% vehicle, 100% cell-free pure enzyme wells | activation, % at 5.96 µM | 340,000 compounds, 0.073% hits | AID 493087;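 active = activation above the mean of all tested compounds plus 3 SD, set per screening campaign, cut at about 17% in these data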
IMP-1 inhibitor: inhibitors of Pseudomonas aeruginosa IMP-1 metallo-beta-lactamase | purified IMP-1, nitrocefin hydrolysis, epi-absorbance fluorescence | inhibition, % at 5.6 µM | 290,000 compounds, 0.45% hits;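 active = inhibition above the mean plus 3 SD of all compounds in the same screening run, cut at about 4.5% in these data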;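 also: 0% = IMP-1 with DMSO and 100% = DMSO wells lacking enzyme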
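Test system: recombinant IMP-1 enzyme, purified / Medium: HEPES buffer pH 7.1 with ZnSO4 and Brij 35 / Doses: single dose, 5.6 µM / Times: 25 °C, 15 min preincubation, 25 min reaction / Detection: Epi-absorbance via hydrolysed-nitrocefin quenching of white-plate fluorescence, 480/530 nm, EDTA stop / Evaluation: percent inhibition from optical density relative to buffer-blank wells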
M18AAP inhibitor: PfM18AAP enzyme inhibition | 290,000 compounds, 1.2% hits | inhibition, % at 7.35 µM | recombinant PfM18AAP, H-Glu-NHMec fluorogenic cleavage;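 active = inhibition above the campaign mean inhibition over all tested compounds plus 3 SD, cut at about 28% in these data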;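 also: 0% = plate median of test compound wells and 100% = 2 mM ZnCl2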
Active calls of the source: *; / = not tested or not shown.

SMILES	HCV NS3 hel inh	UBC9 SUMO inh	DNA FID counter	pCIP destab	VIM-2 inhibitor	IDE inh	IDE cell activ	IMP-1 inhibitor	M18AAP inhibitor
CCN(C(=O)CCN1C(=O)/C(=C/c2ccccc2)SC1=S)C1CCS(=O)(=O)C1 (stereo not given)	-3	2	-57	10	-0.6	-2	0	-2.0	6
Cc1ccc(CNc2ncnc3c2cnn3-c2ccccc2)cc1	0	-16	-5	-2	0.1	-4	8	0.9	-2
COC(=O)CSc1nnc(CNC(=O)c2ccc(OC)cc2OC)n1C	-1	5	-3	-15	-1.4	5	-5	-2.7	-10
CCC1=[N+](CC(=O)c2ccc(C)cc2)CCn2c(C)ccc21	1	20	-7	2	-1.0	-2	7	-1.8	-6
CC(C)Cn1c2c(c(O)c(C(=O)Nc3ccc(F)cc3)c1=O)CCCC2	-4	10	-25	-9	0.1	4	11	-1.8	7
Cc1ccc(OCC(O)Cn2nc(C)cc2C)cc1 (stereo not given)	9	19	-3	-3	-3.6	1	4	-3.3	3
CCCN(CCC)C(=S)NC1CC2C=CC1C2 (stereo not given)	0	13	-6	1	-4.3	-2	-1	-4.2	3
O=C(c1cccc2ccccc12)N1CCN=C1SCc1ccc([N+](=O)[O-])cc1	6	20	4	-12	-3.3	-3	5	-1.6	0
Cc1sc2nc(C3CC3)nc(NCCNS(=O)(=O)c3ccccc3)c2c1C	7	-12	-7	-11	-2.2	1	-6	-2.8	-2
Cc1ccc2c(CN3CCOCC3)cc(=O)oc2c1	12	19	-4	-15	-0.5	-4	/	-2.0	-12
O=C(NCC(=O)N(CC1CCCO1)C(C(=O)NC1CCCC1)c1cccnc1)c1ccco1 (stereo not given)	-3	12	-10	1	-0.3	-2	2	-1.1	-4
CCOc1cc(NC(=O)c2ccccn2)c(OCC)cc1NC(=O)c1ccccc1	-8	5	0	0	-0.8	0	2	-1.8	1
CN(C)C(CNC(=O)C1CCN(S(=O)(=O)c2cccc(Cl)c2Cl)CC1)c1ccccc1 (stereo not given)	-33	-10	3	0	1.2	-1	3	-1.7	-5
CCCCC1=CC2=CC(=O)C(C)(OC(=O)CC)C(=O)C2=CN1CC(C)C (stereo not given)	/	-5	/	3	/	6	-2	/	/
NS(=O)(=O)c1ccc(NC2(C(=O)O)CCCC2)cc1	10	14	-1	-3	-2.2	0	-1	-2.5	-12
N#C/C(=C\c1ccc[nH]1)C(=O)Nc1ccccc1F	-3	4	-5	-1	-3.4	/	5	-1.6	2
COc1ccc(C2=NS(=O)(=O)N(C)C(C(=O)Nc3ccc4c(c3)OCO4)=C2)cc1	-10	-2	-6	-7	-3.0	2	5	-4.0	18
COc1ccc2oc(=O)c(C(=O)N3CCN(c4ccccc4C)CC3)cc2c1	-2	16	4	-3	-3.4	7	1	-3.9	-8
CCOC(=O)C1(CC2CCCCO2)CCN(Cc2nc(C(C)C)cs2)CC1 (stereo not given)	3	0	-24	-6	-3.4	-4	-2	-2.0	-4
Cc1ccc(-n2ccnc2SCC(=O)O)cc1C	0	3	-7	-5	-2.3	2	4	-4.2	5
CCC(=O)NC(=S)Nc1cccc(Cl)c1N1CCCCC1	1	18	5	-18	2.3	-3	8	2.8	-11
CCCCSc1nn[nH]n1	-18	20	4	-13	-0.8	3	4	-0.8	2
Cc1cc(-c2ccc(N3CCOCC3)cc2)nc2ccccc12	-6	39	-10	-11	-2.8	-5	4	-1.6	-3
N#CC1=C2N=C(N)c3ccccc3N2C2=C(C(=O)CCC2)C1c1cccc(Cl)c1 (stereo not given)	-10	7	-16	-5	-1.5	1	-2	-3.3	11
O=C(/C=C/c1ccccc1)NCCc1ccc2c(c1)OCCO2	-12	-9	-10	2	-5.3	-6	4	-4.0	1
COc1cccc(C(=O)Nc2ccc(N(C)C)cc2)c1OC	0	-16	8	-6	-0.9	-1	-1	-2.9	9
Cc1cc(C2=NNC(=NCCc3ccccc3)SC2)c(C)n1CC1CCCO1 (stereo not given)	-24	-2	-10	-8	-1.8	-6	4	-3.8	7
COc1ccc(Oc2c(C(F)(F)F)oc3cc(OCC(=O)O)ccc3c2=O)cc1	7	7	-33	-2	-2.7	10	1	-3.8	3
COc1ccc(S(=O)(=O)NCc2ccccn2)cc1Cl	6	-2	-1	-7	-2.6	1	2	-4.1	0
O=C(COC(=O)/C=C/c1cn(-c2ccccc2)nc1-c1ccc2c(c1)OCCO2)NC1CCS(=O)(=O)C1 (stereo not given)	-2	11	-11	3	-2.0	5	3	-3.4	1
O=S(=O)(Nc1ncnc2scc(-c3ccc(F)cc3)c12)c1cc(F)ccc1F	21	17	-36	-11	-4.0	-1	5	-2.3	3
CCOC(=O)c1ccc(NC(=O)CSc2nc3ncccc3[nH]2)cc1	4	19	-12	0	-4.1	5	0	-4.7	2
CN(CC(=O)Nc1ccc(Cl)c(Cl)c1)C(=O)/C=C/c1ccc(F)cc1	3	2	5	-5	-1.8	3	3	-3.5	-4
COc1ccc(C(=O)Nc2c(Cl)cc(Cl)cc2C(=O)N2CCOCC2)cc1	-5	17	-10	0	-0.7	5	2	-2.2	10
Cc1nnc(SCc2ccc([N+](=O)[O-])cc2)[nH]c1=O	15	14	0	4	-1.9	-3	8	-3.0	1
Cc1ccc(N=Cc2c(O)ccc3ccccc23)cc1F	-7	-10	5	0	0.5	-6	5	-0.9	-18
NC(=O)CNC(=O)[C@@H]1CC2(CC(c3ccccc3)=NO2)CN1C(=O)c1ccc(Br)cc1 (stereo not given in full)	9	1	-29	-8	-2.8	4	1	-3.6	-3
Cc1ccc(NC(=O)c2oc3c(c2C)C(=O)CC(C)(C)C3)cc1	-3	3	-15	-20	-4.0	2	-5	-7.8	4
CCOC(=O)c1cc(NC(=O)c2ccc(OC)cc2)c(=O)oc1-c1ccccc1	-6	2	-7	-3	-1.4	-2	1	-0.6	-6
NNC(=O)c1oc2nc(-c3ccco3)cc(-c3ccco3)c2c1N	51*	94	-7	-21	-2.3	-1	/	-3.1	20

2 successive compounds already listed:
SMILES	HCV NS3 hel inh	UBC9 SUMO inh	DNA FID counter	pCIP destab	VIM-2 inhibitor	IDE inh	IDE cell activ	IMP-1 inhibitor	M18AAP inhibitor
CCC(=O)NC(=S)Nc1cccc(Cl)c1N1CCCCC1	1	18	5	-18	2.3	-3	8	2.8	-11
CCCCSc1nn[nH]n1	-18	20	4	-13	-0.8	3	4	-0.8	2

Next records.
SMILES	HCV NS3 hel inh	UBC9 SUMO inh	DNA FID counter	pCIP destab	VIM-2 inhibitor	IDE inh	IDE cell activ	IMP-1 inhibitor	M18AAP inhibitor
CCOC(=O)C1CN(S(=O)(=O)c2ccc(Cl)cc2)c2cc(S(=O)(=O)CC)ccc2O1 (stereo not given)	5	2	-11	-12	-3.1	8	/	-2.5	-5
Cc1ccc(CCNC(=O)C2CCN(S(=O)(=O)c3cccc4cccnc34)CC2)cc1	8	/	-47	-10	-7.3	5	-3	-1.8	4
C=CCn1c(SCc2c(C)noc2C)nc2sc3c(c2c1=O)CCC(C)C3 (stereo not given)	-8	-4	-2	6	-1.1	7	3	-2.9	7
CC(C)(C)OC(=O)N1CCC(NC(=O)c2nc[nH]c2C(=O)NCC(=O)OCc2ccccc2)CC1	-30	-39	-43	13	-1.2	1	6	-0.8	-2
O=S(=O)(NN=C1CCCCCC1)c1ccc(Cl)cc1	3	-8	-3	-13	-3.4	0	5	-3.5	9
CCCC(=O)Nc1cc(C)c(NC(=O)c2ccco2)cn1	1	10	0	-3	-0.6	7	-2	-4.5	1
Cc1ccc(-c2noc(CN3CCC(C(N)=O)CC3)n2)cc1	4	37	1	2	-1.6	2	1	-2.5	1
Cc1ccc(-n2ncc3c2CCCC3NC(=O)CCCN2CCCCC2=O)cc1C (stereo not given)	1	7	-37	-17	-1.7	-4	6	0.1	-1
CNC(=S)N1CCc2ccccc2C1	-5	5	-3	-14	0.3	-2	3	-4.8	2
Cc1cccc(OCC(=O)OC(C)CN2CCCCC2)c1 (stereo not given)	-4	5	3	-3	0.9	0	-3	-4.5	-4
O=S(=O)(Nc1ccncc1)c1cc(Cl)ccc1Cl	6	-3	-1	5	2.3	-2	-2	-4.5	-2
Cc1ccc(C(=O)CSc2n[nH]c(-c3ccco3)n2)cc1C	21	1	-12	-5	-0.9	1	6	-0.5	4
COc1cc(/C=C2\C(=N)N3N=C(S(C)(=O)=O)SC3=NC2=O)ccc1OCCOc1ccccc1C	3	34	-4	-12	-2.0	5	3	-4.9	-6
COc1ccc(/C=N/n2c(SC)nnc2-c2ccccc2)cc1C	-14	12	-28	2	6.6	-1	6	-3.4	6
CCCCN(C)C(=O)C1CCCN(S(=O)(=O)c2ccc3c(c2)oc(=O)n3C)C1 (stereo not given)	10	14	-23	-11	-3.3	7	3	-2.6	-3
O=C(c1ccc2nc(N3CCOCC3)sc2c1)N1CCCC1	0	15	-7	-6	-0.3	9	-1	-1.3	-1
Cc1c(C(C)(C)C)s/c(=N/S(=O)(=O)c2ccccc2)n1C	-12	10	-16	3	-1.9	7	3	-3.7	-5
c1coc(C2OCC3(CO2)COC(c2ccco2)OC3)c1 (stereo not given)	-4	11	-2	3	-2.0	-9	-3	-3.9	0
COCc1[nH]nc2c1C1(C(=O)N(C)c3ccccc31)C(C#N)=C(N)O2 (stereo not given)	-5	13	6	-5	-0.9	-1	4	-4.6	-2
CCOC(=O)c1c(S(=O)(=O)NCC(=O)Nc2cc(C)ccn2)c(C)n(C)c1C	-3	-3	-12	0	1.6	3	6	-4.5	-5
S=c1[nH]cc(-c2ccc(Cl)cc2)n1-c1ccccc1	-10	-14	-4	-16	-3.6	7	-38	-5.3	-1
CCOC(=O)c1ccc(NC(=O)CN2C(=O)CSCC2=O)cc1	2	1	-2	5	-2.2	1	-1	-2.7	4
CN(C)C(=O)c1ccc(NC(=O)c2cc(-c3ccco3)nc3ccccc23)cc1	14	42	-49	-13	-1.3	/	-1	-1.9	-10
CC(=O)NC12CC3CC(C1)CC(C(=O)OCC(=O)NC(=O)c1cccn1C)(C3)C2	-8	8	-21	-2	-1.5	-1	0	-3.4	2
Cc1ccc(CNc2ccc3c(c2)ncn3C(C)(C)C)cc1	-5	-4	-5	7	-3.6	-4	7	-4.0	33*
Cc1ccsc1C1NC(=O)c2ccccc2N1 (stereo not given)	-4	17	11	0	1.4	-7	1	-1.0	-13
O=S1(=O)OCCC(c2ccccc2)N1Cc1ccccc1 (stereo not given)	7	6	-2	-14	-2.1	0	2	-5.8	-6
O=C(O)C1CCN(C(=O)c2ccccc2C(=O)N2CCC(C(=O)O)CC2)CC1	-3	-1	3	-16	-0.6	5	1	-2.7	2
CC(=O)C1=C(O)C(=O)N(CCN2CCOCC2)C1c1ccc(N(C)C)cc1 (stereo not given)	-4	/	-13	/	2.3	-1	-1	-0.9	21

Copied from the list:
Entry for O=C(O)C1CCN(C(=O)c2ccccc2C(=O)N2CCC(C(=O)O)CC2)CC1 in IDE cell activ: 1
Entry for Cc1ccsc1C1NC(=O)c2ccccc2N1 (stereo not given) in HCV NS3 hel inh: -4
Entry for CC(=O)NC12CC3CC(C1)CC(C(=O)OCC(=O)NC(=O)c1cccn1C)(C3)C2 in pCIP destab: -2
Entry for CC(=O)C1=C(O)C(=O)N(CCN2CCOCC2)C1c1ccc(N(C)C)cc1 (stereo not given) in IDE inh: -1
